hgDAF-12 ag – hgDAF-12 agonism, primary luciferase screen; HEK293 GAL4-hgDAF12 UAS-luciferase reporter, agonist luminescence; normalized to butyrate control; AID 687014; 370,000 compounds, 1.8% hits; activation, % at 6.8 µM;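 active = activation above a cutoff set at the mean of all screened compounds plus 3 SD, cut at about 10% in these data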;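 note: 0% = DMSO wells and 100% = sodium butyrate wells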
PG9 binder – PG9 antibody binding by small molecule; 360,000 compounds, 0.43% hits; AID 624416; inhibition, % at 6.7 µM; TR-FRET gp120-PG9 antibody binding; in the data active = inhibition above about 8.5%
ssDAF12 agonist – S. stercoralis DAF-12 activation, primary screen; HEK293 ssDAF-12/GRIP1 lit1-tk-luc reporter, luminescence; % of 3 µM dafachronic acid response; activation, % at 6.8 µM; 370,000 compounds, 1% hits; AID 652126;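 active = activation above the mean over all tested compounds plus 3 SD, cut at about 0.9% in these data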;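 note: 0% = DMSO-only wells and 100% = 3 µM delta7-dafachronic acid wells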
hcDAF-12 act – activates DAF-12 receptor from parasite H. contortus; HEK293 hcDAF-12 lit1-tk-luc reporter, luminescence; 0% DMSO, 100% Δ7-dafachronic acid; activation, % at 6.8 µM; 370,000 compounds, 1.4% hits;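 active = activation above the mean of all tested compounds plus 3 SD, cut at about 5.5% in these data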;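 note: 100% = response to 3 µM Δ7-dafachronic acid high control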
sPLA2-III inh – Inhibits HGIII-sPLA2 liposome hydrolysis, primary screen | 370,000 compounds, 0.56% hits | QFRET BODIPY PC-A2 liposome hydrolysis, fluorescence | Q9NZ20 | inhibition, % at 12.2 µM | AID 743126;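 active = inhibition above mean plus 3 SD of compounds lying within the high and low control bounds, cut at about 19% in these data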;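 note: 0% = median of test compound wells and 100% = no enzyme DMSO wells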
FXN GAA850 act – activators of GAA850 frataxin (FXN) promoter | HEK293 lucGAA850 FXN promoter luciferase reporter, 24 h; percent of 10 µM SAHA response | 360,000 compounds, 0.56% hits | activation, % at 6 µM | AID 540364;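 active = activation above the average of all compounds screened plus 3 SD, cutoff fixed separately per campaign, cut at about 7.5% in these data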;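 note: 0% = DMSO wells and 100% = 10 µM SAHA wells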
Rev-erbA mod – modulators of human Rev-erb alpha DNA binding; Rev-erbα–FITC-DNA binding, fluorescence polarization, 90 min; activity, % at 10 µM; 370,000 compounds, 0.79% hits;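 active = activity above about 14%, limit read from the data; passing the limit was not always enough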;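 note: 0% = DMSO wells with 35 nM protein and 100% = DMSO wells with 750 nM protein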
Target sequence (P20393 whole entry, looked up): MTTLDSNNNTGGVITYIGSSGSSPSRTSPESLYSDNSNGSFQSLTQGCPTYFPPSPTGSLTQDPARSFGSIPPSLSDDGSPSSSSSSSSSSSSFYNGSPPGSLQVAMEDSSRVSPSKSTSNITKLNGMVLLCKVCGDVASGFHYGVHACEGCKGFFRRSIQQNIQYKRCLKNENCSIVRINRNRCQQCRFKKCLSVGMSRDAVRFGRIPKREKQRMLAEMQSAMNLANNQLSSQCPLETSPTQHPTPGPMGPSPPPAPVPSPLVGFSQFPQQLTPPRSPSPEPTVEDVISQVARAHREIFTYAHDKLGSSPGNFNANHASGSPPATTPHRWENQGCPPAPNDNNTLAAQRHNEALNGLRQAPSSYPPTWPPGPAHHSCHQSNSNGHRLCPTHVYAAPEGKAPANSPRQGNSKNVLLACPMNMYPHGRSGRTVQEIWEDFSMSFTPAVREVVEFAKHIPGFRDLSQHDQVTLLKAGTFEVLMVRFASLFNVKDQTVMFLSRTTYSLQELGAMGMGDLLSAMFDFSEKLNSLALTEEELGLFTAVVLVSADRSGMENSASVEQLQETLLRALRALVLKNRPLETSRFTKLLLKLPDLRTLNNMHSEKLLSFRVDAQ
SMARCA2 activ – activators of SMARCA2 function; MG213 cells, MMTV-luciferase reporter, dexamethasone, overnight; activation, % at 9.1 µM; 370,000 compounds, 1% hits; in the data active = activation above about 7.8%;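 note: 0% = vehicle wells and 100% = reference activator wells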
DAX1 inh-1 – NR0B1 (DAX1) inhibition; P51843; HEK293 Gal4-DAX1 luciferase reporter, luminescence; inhibition, % at 6.75 µM; 340,000 compounds, 0.99% hits; AID 504766;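 active = inhibition above the mean over all tested compounds plus 3 SD, cut at about 4.2% in these data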;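 note: 0% = DAX1-transfected cells with DMSO and 100% = empty-vector control cells with DMSO; inhibition shows as a rise in luminescence from relieved DAX1 repression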
Target sequence (P51843 207-470 limits assumed): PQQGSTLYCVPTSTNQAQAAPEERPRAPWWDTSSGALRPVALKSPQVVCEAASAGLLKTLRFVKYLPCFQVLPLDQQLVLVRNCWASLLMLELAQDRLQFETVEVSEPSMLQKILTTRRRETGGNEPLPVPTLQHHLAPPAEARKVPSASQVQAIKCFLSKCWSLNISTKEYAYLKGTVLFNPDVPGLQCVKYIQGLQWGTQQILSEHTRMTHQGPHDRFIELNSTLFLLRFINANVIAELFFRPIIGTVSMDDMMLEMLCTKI
PLCb3 inh – inhibitors of human phospholipase C beta3; Q01970; Purified PLC-beta3, fluorogenic substrate, fluorescence; inhibition, % at 12.2 µM; 370,000 compounds, 0.18% hits; in the data active = inhibition above about 11%;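 note: 0% = median of compound wells on plate and 100% = full blocker control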
DAX1 inh-2 – inhibitors of DAX1 repression of SF-1 activated StAR promoter | HEK293T StAR-luciferase reporter, SF-1/DAX-1 repression relief | inhibition, % at 6.8 µM | 370,000 compounds, 1.1% hits | AID 652010;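 active = inhibition above the mean over all tested compounds plus 3 SD, cut at about 3.6% in these data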;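 note: 0% = DAX-1 cells with DMSO and 100% = cells lacking DAX-1 with DMSO; higher inhibition means more luminescence from relief of DAX-1 repression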
* marks the source's active call; other numbers are inactive results.

Cc1ccccc1S(=O)(=O)N1CCN(C)CC1 was read as hgDAF-12 ag -0.2, PG9 binder -1.4, ssDAF12 agonist -1.7, hcDAF-12 act -1.5, sPLA2-III inh 0, FXN GAA850 act 1.1, Rev-erbA mod 5, SMARCA2 activ 1, DAX1 inh-1 -0.2, PLCb3 inh -5 and DAX1 inh-2 -0.5.
`COc1ccccc1C=NN1CCCCCC1` gave hgDAF-12 ag -3.8, PG9 binder 0.4, ssDAF12 agonist -0.4, hcDAF-12 act 1.6, sPLA2-III inh 9, FXN GAA850 act -1.2, Rev-erbA mod 5, SMARCA2 activ -2, PLCb3 inh -2 and DAX1 inh-2 -0.3.
Cc1ccc(-c2nnn(CC(=O)N(CCO)C(C(=O)NC3CCCCC3)c3ccncc3)n2)o1 (stereo unspecified) was read as hgDAF-12 ag -0.8, PG9 binder -1.2, ssDAF12 agonist -1.2, hcDAF-12 act 0.7, sPLA2-III inh 0, FXN GAA850 act 3.4, Rev-erbA mod 3, SMARCA2 activ -1, PLCb3 inh 2 and DAX1 inh-2 0.5.
CCCn1nc(C(=O)Nc2cccc(C(=O)OC)c2)c2ccccc2c1=O was read as hgDAF-12 ag -4.6, PG9 binder 0.9, ssDAF12 agonist -1.0, hcDAF-12 act -2.1, sPLA2-III inh -13, FXN GAA850 act 3.4, Rev-erbA mod -9, SMARCA2 activ -3, DAX1 inh-1 -1.5, PLCb3 inh -6 and DAX1 inh-2 -1.5.
For CCC(CC)C(=O)Nc1cc(C)cc(C)c1 the results were hgDAF-12 ag -2.3, PG9 binder 1.9, ssDAF12 agonist -1.6, hcDAF-12 act -1.4, sPLA2-III inh -3, FXN GAA850 act 0.6, Rev-erbA mod -1, SMARCA2 activ -3, DAX1 inh-1 -0.6, PLCb3 inh 0 and DAX1 inh-2 -0.1.
Screening CCCCN1CCc2[nH]c(=S)[nH]c(=O)c2C1 returned hgDAF-12 ag -0.9, PG9 binder -1.9, ssDAF12 agonist -1.8, hcDAF-12 act -0.5, sPLA2-III inh 0, FXN GAA850 act 1.4, Rev-erbA mod 0, SMARCA2 activ -2, DAX1 inh-1 3.8, PLCb3 inh 0 and DAX1 inh-2 0.3.
`Cc1cc(=O)oc2cc(OCC(=O)Nc3nnc(CC(C)C)s3)ccc12` gave hgDAF-12 ag -3.1, PG9 binder -2.2, ssDAF12 agonist -0.6, hcDAF-12 act -2.1, sPLA2-III inh 2, FXN GAA850 act -0.6, Rev-erbA mod -2, SMARCA2 activ -4, DAX1 inh-1 0.0, PLCb3 inh -14 and DAX1 inh-2 -0.2.
C[C@@H]1CN([C@H](C)CO)C(=O)c2cccc(NC(=O)c3ccncc3)c2O[C@@H]1CN(C)Cc1ccc(C(=O)O)cc1 was read as hgDAF-12 ag 1.1, PG9 binder -0.8, ssDAF12 agonist -1.2, hcDAF-12 act 0.7, sPLA2-III inh 4, FXN GAA850 act -0.3, Rev-erbA mod -1, SMARCA2 activ 1, DAX1 inh-1 1.9, PLCb3 inh 0 and DAX1 inh-2 -0.2.
`CCOC(=O)C(C(=O)Nc1ccccn1)C1CCCCC1` (stereo unspecified) gave hgDAF-12 ag 0.9, PG9 binder 1.8, ssDAF12 agonist -0.8, hcDAF-12 act -0.8, sPLA2-III inh 3, FXN GAA850 act 1.8, Rev-erbA mod 3, SMARCA2 activ -2, DAX1 inh-1 0.3, PLCb3 inh -3 and DAX1 inh-2 0.4.
`CCCCN1C(=O)c2ccccc2NC1c1ccc(OC)c(COc2ccc(NC(C)=O)cc2)c1` (stereo unspecified) gave hgDAF-12 ag 2.3, ssDAF12 agonist -1.6, hcDAF-12 act -1.7, sPLA2-III inh -8, Rev-erbA mod -1 and PLCb3 inh -331.
`COc1ccc(CNC(=O)C(c2ccncc2)N(C(=O)Cc2cccs2)c2ccccc2C)cc1` (stereo unspecified) gave hgDAF-12 ag -3.5, PG9 binder 0.2, ssDAF12 agonist -1.4, hcDAF-12 act -0.2, sPLA2-III inh -16, FXN GAA850 act -0.4, Rev-erbA mod 6, SMARCA2 activ -2, DAX1 inh-1 -0.1, PLCb3 inh 2 and DAX1 inh-2 -0.5.
`COc1ccc([C@H]2C[C@@H](O)[C@H](n3cc(C4CC4)nn3)CN2C(=O)c2cccs2)cc1` gave hgDAF-12 ag 4.4, PG9 binder -1.0, ssDAF12 agonist -1.2, hcDAF-12 act -1.5, sPLA2-III inh 1, FXN GAA850 act -1.9, Rev-erbA mod -2, SMARCA2 activ 5, DAX1 inh-1 0.3, PLCb3 inh 2 and DAX1 inh-2 -0.2.

Gathered by group, the entries above containing a thiophene ring, fused or not.
`COc1ccc(CNC(=O)C(c2ccncc2)N(C(=O)Cc2cccs2)c2ccccc2C)cc1` (stereo unspecified) gave hgDAF-12 ag -3.5, PG9 binder 0.2, ssDAF12 agonist -1.4, hcDAF-12 act -0.2, sPLA2-III inh -16, FXN GAA850 act -0.4, Rev-erbA mod 6, SMARCA2 activ -2, DAX1 inh-1 -0.1, PLCb3 inh 2 and DAX1 inh-2 -0.5.
`COc1ccc([C@H]2C[C@@H](O)[C@H](n3cc(C4CC4)nn3)CN2C(=O)c2cccs2)cc1` gave hgDAF-12 ag 4.4, PG9 binder -1.0, ssDAF12 agonist -1.2, hcDAF-12 act -1.5, sPLA2-III inh 1, FXN GAA850 act -1.9, Rev-erbA mod -2, SMARCA2 activ 5, DAX1 inh-1 0.3, PLCb3 inh 2 and DAX1 inh-2 -0.2.

Further entries
For CCCCc1nnc(SCC(=O)NC2CCCCC2)n1C the results were hgDAF-12 ag -0.4, PG9 binder -0.2, ssDAF12 agonist -0.9, hcDAF-12 act 2.1, sPLA2-III inh 4, FXN GAA850 act -0.1, Rev-erbA mod -1, SMARCA2 activ 0, DAX1 inh-1 0.8, PLCb3 inh -5 and DAX1 inh-2 -0.7.
`COc1cccc(/C=N/NC(=O)CCc2c(C)n[nH]c2C)c1O` gave hgDAF-12 ag -2.1, PG9 binder 0.4, ssDAF12 agonist -1.1, hcDAF-12 act 0.4, sPLA2-III inh -5, FXN GAA850 act 1.1, Rev-erbA mod -4, SMARCA2 activ 0, DAX1 inh-1 0.9, PLCb3 inh -82 and DAX1 inh-2 0.0.
`CS(=O)(=O)N1CCN(C/C=C/c2ccccc2)CC1` gave hgDAF-12 ag 0.7, PG9 binder -3.0, ssDAF12 agonist -2.0, hcDAF-12 act -1.7, sPLA2-III inh 1, FXN GAA850 act -3.2, Rev-erbA mod -6, SMARCA2 activ 7, DAX1 inh-1 0.0, PLCb3 inh 1 and DAX1 inh-2 -0.8.
Screening COc1cccc(-n2c(SCC(=O)Nc3nccs3)nnc2-c2ccoc2C)c1 returned hgDAF-12 ag 0.2, PG9 binder -0.3, ssDAF12 agonist -1.1, hcDAF-12 act -1.5, sPLA2-III inh -5, FXN GAA850 act 0.3, Rev-erbA mod 3, SMARCA2 activ 4, DAX1 inh-1 0.0, PLCb3 inh 5 and DAX1 inh-2 -0.9.
For CC[C@]12c3[nH]c4ccc(OC)cc4c3CCN1C(=O)C(CC(=O)NC/C=C(\C)CCC=C(C)C)C[C@@H]2C(=O)N1CCN(C(=O)c2ccco2)CC1 (stereo partly specified) the results were hgDAF-12 ag -2.2, PG9 binder 0.9, ssDAF12 agonist -1.4, hcDAF-12 act -2.2, sPLA2-III inh -23, FXN GAA850 act -1.5, Rev-erbA mod -4, SMARCA2 activ -1, DAX1 inh-1 -1.7, PLCb3 inh 1 and DAX1 inh-2 -1.5.
CCOC(=O)CCCNC(=O)OC1CC2CC1[C@H]1CCCCN1[C@H]2Cc1ccccc1 (stereo partly specified) was read as hgDAF-12 ag -3.7, ssDAF12 agonist -0.5, hcDAF-12 act -1.0, sPLA2-III inh -8, Rev-erbA mod -2, SMARCA2 activ -2, PLCb3 inh -2 and DAX1 inh-2 0.5.
`CC1=C(O)C(=O)C(c2c(C)cc(C)c(Br)c2C)=C(O)C1=O` gave hgDAF-12 ag 4.1, PG9 binder -7.5, ssDAF12 agonist 0.2, hcDAF-12 act 1.2, sPLA2-III inh -8, FXN GAA850 act -0.5, Rev-erbA mod -7, SMARCA2 activ -3, DAX1 inh-1 1.0, PLCb3 inh -6 and DAX1 inh-2 0.8.
For C=CCc1ccc(OCCOc2ccc(/C=N/n3cnnc3)cc2OCC)c(OC)c1 the results were hgDAF-12 ag 0.4, PG9 binder -1.2, ssDAF12 agonist -1.5, hcDAF-12 act -2.3, sPLA2-III inh -15, FXN GAA850 act 4.4, Rev-erbA mod -8, SMARCA2 activ -3, DAX1 inh-1 -1.3, PLCb3 inh -4 and DAX1 inh-2 -1.2.
For O=c1c2c(-c3ccccc3)csc2ncn1/N=C/c1ccc(O)c([N+](=O)[O-])c1 the results were hgDAF-12 ag 1.9, PG9 binder -2.7, ssDAF12 agonist -2.0, hcDAF-12 act -1.2, sPLA2-III inh 0, FXN GAA850 act 2.3, Rev-erbA mod 1, SMARCA2 activ -2, DAX1 inh-1 -0.3, PLCb3 inh 4 and DAX1 inh-2 -0.6.
For CN(C)Cc1ccc(-c2nc3cccc4c3n2CCNC4=O)cc1 the results were hgDAF-12 ag 5.2, PG9 binder -1.1, ssDAF12 agonist -2.1, hcDAF-12 act -2.9, sPLA2-III inh 10, FXN GAA850 act 7.8*, Rev-erbA mod -3, SMARCA2 activ 1, DAX1 inh-1 -0.4, PLCb3 inh -9 and DAX1 inh-2 0.4.
For COc1cc(/C=C2/NC(=O)NC2=O)ccc1OCC(=O)Nc1ccc(F)cc1 the results were hgDAF-12 ag -1.5, PG9 binder -5.3, ssDAF12 agonist -1.2, hcDAF-12 act 1.2, sPLA2-III inh -6, FXN GAA850 act -0.6, Rev-erbA mod -10, SMARCA2 activ -3, DAX1 inh-1 0.2, PLCb3 inh -26 and DAX1 inh-2 -1.1.
For O=C(CCNS(=O)(=O)c1ccc(OC(F)(F)F)cc1)NC1CC1 the results were hgDAF-12 ag -0.6, PG9 binder -1.2, ssDAF12 agonist -1.0, hcDAF-12 act 1.1, sPLA2-III inh -4, FXN GAA850 act -0.2, Rev-erbA mod -1, SMARCA2 activ 7, DAX1 inh-1 -0.1, PLCb3 inh 3 and DAX1 inh-2 1.4.
Fc1ccccc1NC(=S)N1CCOCC1 was read as hgDAF-12 ag -0.4, PG9 binder 0.4, ssDAF12 agonist -1.1, hcDAF-12 act -0.6, sPLA2-III inh 1, FXN GAA850 act -1.1, Rev-erbA mod 4, SMARCA2 activ 1, DAX1 inh-1 -0.6, PLCb3 inh -3 and DAX1 inh-2 0.0.
Screening O=C(CN(Cc1ccccc1)C(=O)CNS(=O)(=O)c1ccccc1)NCc1ccco1 returned hgDAF-12 ag 0.5, PG9 binder -1.1, ssDAF12 agonist -0.6, hcDAF-12 act 0.4, sPLA2-III inh -3, FXN GAA850 act 0.9, Rev-erbA mod 6, SMARCA2 activ -1, DAX1 inh-1 0.9, PLCb3 inh -7 and DAX1 inh-2 0.4.
`Cn1cc([N+](=O)[O-])c(C(=O)N2CCN(Cc3ccc4c(c3)OCO4)CC2)n1` gave hgDAF-12 ag -0.3, PG9 binder -0.1, ssDAF12 agonist -1.4, hcDAF-12 act -0.9, sPLA2-III inh -1, FXN GAA850 act 1.3, Rev-erbA mod -1, SMARCA2 activ 1, DAX1 inh-1 -1.1, PLCb3 inh -2 and DAX1 inh-2 -0.6.

From PubChem
